Myeloid diff MLP: myeloid differentiation induction; calls only at 10 µM; 1% of 360,000 active; ER-HoxA9 myeloid progenitors, lysozyme-GFP differentiation, flow cytometry; AID 624256;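 active = normalized GFP-positive differentiation at or above the plate's own cutoff, the solvent-only control mean plus 3 SD; inconclusive = no clear call, values can overlap the other calls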;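 also: cells exposed to compound for four days before flow analysis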
Myeloid diff MLP GFP+ MAC1+ %: recorded beside Myeloid diff MLP, whose call it bears; GFP+ MAC1+ double positive, %; measured here: differentiation confirmed by MAC1 staining
* hit, by the source's call; i = inactive; ? = inconclusive; . = not tested or not shown; + = active, no number. An excerpt; count on the stated rates, not on these rows.

SMILES | Myeloid diff MLP | Myeloid diff MLP GFP+ MAC1+ %
COc1ccc(CCNCCC(c2ccccc2)c2ccccc2)cc1OC | i | 0.9
CC(Sc1nnc(-c2ccco2)n1-c1ccccc1)C(=O)NCC1CCCO1 (stereo not given) | i | 1.5
CCCN(C(=O)Cn1c(C(F)(F)F)nc2ccccc21)C1CCS(=O)(=O)C1 (stereo not given) | i | 1.1
CCC1NC(=O)c2cccnc2-n2c1nc1cc(OC)c(OC)cc1c2=O (stereo not given) | i | 0.6
CN1CCN2c3ncccc3Cc3ccccc3C2C1 (stereo not given) | i | 2.4
O=C(NCC(O)c1ccccc1)c1ccc(Cl)c(S(=O)(=O)N2CCCC2)c1 (stereo not given) | i | 0.6
CN(CC(=O)Nc1cccc(F)c1)C(=O)c1ccc(N2CCCCC2)c([N+](=O)[O-])c1 | i | 0.7
CCN(C[C@H]1N[C@@](CC)(C(=O)OC)[C@H]2C(=O)N(C)C(=O)[C@@H]12)C(=O)Nc1ccc(C)cc1 | i | 1.2
COc1ccc(NS(=O)(=O)c2cc(NC(=O)c3ccc(=O)[nH]n3)ccc2N2CCOCC2)cc1 | i | 0.4
CCCC(=O)Nc1ncnc2c1ncn2[C@@H]1O[C@@H]2OP(=O)(O)OC[C@H]2[C@H]1OC(=O)CCC | i | 1.9
COc1ccc(NC(=O)c2sc(=O)n(Cc3ccc4ccccc4c3)c2C)cc1OC | i | 1.0
CC(=O)Nc1ccc(NCCc2cccs2)cc1 | i | 0.2
CC(=O)N1CCN(S(=O)(=O)c2ccc3c(c2)CCC(=O)N3)CC1 | i | 0.2
CCCC(=O)Nc1cc(-c2nn(C)c(=O)c3ccccc23)ccc1N1CCCCC1 | i | 2.9
Nc1ccn([C@@H]2O[C@H](C(=O)N3CCN(Cc4ccccn4)CC3)[C@@H](O)[C@H]2O)c(=O)n1 | i | 0.8
O=C1C(C=NCCCn2ccnc2)=C(O)c2ccccc21 | i | 1.0
O=C(Cc1ccccc1)c1ccc(N2CCOCC2)cc1 | i | 0.9
CC1CN(C(=O)COC(=O)CSc2ccc(C(N)=O)cc2[N+](=O)[O-])CC(C)O1 (stereo not given) | i | 1.1
C[C@@H]1CN([C@H](C)CO)C(=O)CCCn2cc(nn2)CO[C@H]1CN(C)C(=O)C1CCCCC1 | i | 1.1
COCC(C)n1c(SCC(=O)NC2CCCCC2)nc2ccccc2c1=O (stereo not given) | i | 1.5

Fetched one by one from the entries so far:
SMILES | Myeloid diff MLP | Myeloid diff MLP GFP+ MAC1+ %
CCN(C[C@H]1N[C@@](CC)(C(=O)OC)[C@H]2C(=O)N(C)C(=O)[C@@H]12)C(=O)Nc1ccc(C)cc1 | i | 1.2
C[C@@H]1CN([C@H](C)CO)C(=O)CCCn2cc(nn2)CO[C@H]1CN(C)C(=O)C1CCCCC1 | i | 1.1

No new results follow: 2 of the compounds above.
SMILES | Myeloid diff MLP | Myeloid diff MLP GFP+ MAC1+ %
C[C@@H]1CN([C@H](C)CO)C(=O)CCCn2cc(nn2)CO[C@H]1CN(C)C(=O)C1CCCCC1 | i | 1.1
COCC(C)n1c(SCC(=O)NC2CCCCC2)nc2ccccc2c1=O (stereo not given) | i | 1.5

Next section:
SMILES | Myeloid diff MLP | Myeloid diff MLP GFP+ MAC1+ %
CNc1ncnc2c1ncn2[C@H]1CN(C2CCCC2)C[C@@H](CO)O1 | i | 0.8
CCOc1cc(N2CCOCC2)c(OCC)cc1NC(=O)COc1cccc(Cl)c1 | i | 1.0
CCN1C[C@@H]2[C@@H]3C(=O)N(Cc4ccccc4)C(=O)[C@@H]3[C@](C)(C(=O)OC)N2C1=NC1CCCCC1 | i | 0.4
NC(=O)NN=C1CCC(OCc2ccccc2)CC1CC(=O)O (stereo not given) | i | 1.2
Cc1c(C(=O)NCc2ccc3c(c2)OCO3)sc(=O)n1Cc1ccc(S(=O)(=O)N(C)C)cc1 | i | 2.2
Cc1cc(C)c(S(=O)(=O)N2CCN(C(=O)c3c(C)noc3C)CC2)c(C)c1 | i | 0.6
COc1cc(C(=O)OCC(=O)N2CCC(Cc3ccccc3)CC2)cc(OC)c1OC | i | 0.8
COC(=O)c1ccc2nc(-c3cccc(Br)c3)c(Cc3ccsc3)n2c1 | i | 0.3
O=C1[C@H]2[C@@H]3CCN1CCC[C@@H]2C=C[C@@H]3c1ccc(Br)cc1 | i | 1.2
CC(OC(=O)COc1ccc(C#N)cc1)C(=O)c1ccccc1 (stereo not given) | i | 1.2
COc1ccc(OC)c(C=NNC(=O)c2ccc(NS(=O)(=O)c3cccs3)cc2)c1 | i | 0.7
CC(C)c1ccccc1NC(=O)COC(=O)c1cc([N+](=O)[O-])ccc1N1CCOCC1 | i | 1.0
O=C(Nc1ccccc1Cl)c1cc(C2CCCCN2C(=O)CCc2ccccc2)on1 (stereo not given) | i | 0.6
CC(C)c1ccccc1NC(=O)c1ccco1 | i | 1.5
COc1ccc(C2=Nc3ccccc3N(C(=O)c3cnccn3)C2C(=O)NC2CCCC2)cc1 (stereo not given) | i | 3.1
COC(=O)[C@H]1[C@H](c2ccccc2)[C@H](C(=O)OC)O[C@H]1c1ccccc1 | i | 0.2
CN(c1ccccc1)S(=O)(=O)c1cccc(NC(=O)Cc2ccc(Cl)cc2)c1 | i | 0.6
COc1cccc([C@@H]2CC=C(C(=O)O)[C@H](c3cccc(Cl)c3)N2S(=O)(=O)c2ccc(C)cc2)c1 | i | 1.6
COCCn1c(=S)[nH]c2cc(C(=O)NCc3ccc(F)cc3)ccc2c1=O | i | 1.7
COc1cc2c(cc1NC(=O)c1ccccc1-c1ccccc1C(=O)O)-c1ccccc1C2 | i | 0.6
COc1ccc([N+](=O)[O-])cc1NC(=O)C(C)OC(=O)CC1CCCC1 (stereo not given) | i | 0.8
Cc1ccc(S(=O)(=O)N2CC[C@@H]2C(=O)O)cc1 | i | 0.5
CC1(C(=O)NS(=O)(=O)c2ccccc2Cl)CCN1C(=O)C1(c2ccccc2)CCCC1 (stereo not given) | i | 1.2
C[C@@H]1Cn2cnc(C(=O)Nc3ccc(CNC(=O)OC(C)(C)C)cc3)c2C(=O)N1 | ? | .
CCCCNC(=O)c1onc(CS(=O)(=O)c2ccccn2)c1C(=O)NCCCC | i | 0.7
CCOc1ccc(CCNC(=O)COC(=O)c2ccc[nH]c2=O)cc1OCC | i | 0.8
O=C(CNc1cccc(S(=O)(=O)N2CCCCC2)c1)Nc1cccc(F)c1 | i | 1.1
O=[N+]([O-])c1ccccc1S(=O)(=O)Nc1cccc(-c2ccc(N3CCCC3)nn2)c1 | i | 0.5
CC(C)NC(=O)c1c(CSc2ccc(Cl)cc2)noc1C(=O)NCc1ccccc1 | i | 1.4
CC1(C(=O)Nc2ccc3ccccc3c2)CCC(=O)N1CCOc1ccccc1 (stereo not given) | i | 0.8
N#Cc1ccccc1OCC(=O)NCCNC(=O)COc1ccccc1C#N | i | 0.3
Cc1nc(N)[nH]c(=O)c1CCCNc1ccc(CCC2(CCl)OCCO2)cc1 | i | 0.9
O=C(c1cc(C2CCCCN2C(=O)CCCc2ccccc2)on1)N1CCOCC1 (stereo not given) | i | 1.0
CC(Oc1cccc(Cl)c1)C(=O)Nc1cc(Cl)ccc1N1CCOCC1 (stereo not given) | i | 0.5
CC1(C(=O)NS(=O)(=O)c2ccc(Cl)cc2)CCN1C(=O)c1ccc(C2CCCCC2)cc1 (stereo not given) | i | 1.0
C[C@]12c3[nH]c4ccc(Cl)cc4c3CCN1C(=O)[C@@H](CC(=O)NCC13CC4CC(CC(C4)C1)C3)C[C@@H]2C(=O)N1CCCCC1 | i | 1.1
Cc1cc(C)cc(OCC(=O)OC(C)C(=O)Nc2c(C)n(C)n(-c3ccccc3)c2=O)c1 (stereo not given) | i | 0.3
CCCCn1c(N)c(N(CC(C)C)C(=O)c2ccc(N3C(=O)c4ccccc4C3=O)cc2)c(=O)[nH]c1=O | i | 0.8
Cc1ccc(NC(=O)CNC(=O)c2cccs2)nc1 | i | 0.8
CCN(CC(=O)Nc1ccccc1C(F)(F)F)C(=O)c1ccc(NC(=O)c2cccs2)cc1 | i | 0.7
O=C(CSc1nnc(Cc2cccs2)n1C1CC1)NC1CCS(=O)(=O)C1 (stereo not given) | i | 2.2
O=S1(=O)CC(N2CCN(CC3CC3)CC2)CN1Cc1cn(Cc2ccccc2C(F)(F)F)nn1 (stereo not given) | i | 1.3
COc1ccc(Cl)cc1NC(=O)CN(C)C(=O)c1cc2ccccc2cc1OC | i | 0.7
Cc1[nH]c2ccccc2c1C(=O)COC(=O)C1CC(O)CN1S(=O)(=O)c1ccc(Cl)cc1 (stereo not given) | i | 0.9
COC(=O)C(C)Oc1ccc(Cl)c(CN2OCC(C)(C)C2=O)c1 (stereo not given) | i | 0.5
O=C(Cc1ccc(Cl)cc1)Nc1cc(Cl)ccn1 | i | 0.5
Cc1cccc(C)c1NC(=O)C1C(c2ccc3c(c2)OCO3)=Nc2ccccc2N1C(=O)c1ccccn1 (stereo not given) | i | 2.4
CN(C(=O)CSc1nnc(CN2CCCC2)n1Cc1ccccc1)c1ccccc1 | i | 0.9
COc1ccc2c(CC(=O)OCC(=O)Nc3cccc(C)c3)coc2c1 | i | 1.8
COc1ccc(Cl)cc1CNC[C@H]1O[C@@H](n2cnc3c(=O)[nH]c(N)nc32)[C@H](O)[C@@H]1O | i | 2.0
CC(C)C(NC(=O)c1ccc(Cl)c([N+](=O)[O-])c1)C(=O)NCc1ccccn1 (stereo not given) | i | 0.3
COc1ccc(C(C(=O)NC(C)(C)C)n2c(-c3ccc(-c4ccccc4)cc3)nc3ccccc32)cc1 (stereo not given) | i | 2.1
Cc1cccc(C)c1NC(=O)C(=O)NCC1CCCN1S(=O)(=O)c1ccccc1 (stereo not given) | i | 1.3
CC1CCN(S(=O)(=O)c2cc3c4c(c2)CCN4C(=O)CC3)CC1 | i | 1.4
COc1ccccc1N1CCN(C(=O)c2ccc3c(=O)n4c(nc3c2)CCCCC4)CC1 | i | 1.3
COc1ccc([C@@H]2[C@@H]3C(=O)N(C(C)(C)C)C(=O)[C@@H]3[C@]3(Cc4ccccc4)C(=O)N(c4cccc(F)c4)C(=O)N23)cc1 | i | 1.2
CCOC(=O)Nc1nc2ccc(Cn3cccc3)cc2[nH]1 | ? | .
COc1ccccc1-c1cnc(C(O)c2ccc(Cl)cc2C)[nH]1 (stereo not given) | i | 1.1
COCC(=O)Nc1ccc2c(c1)[C@@H]1C[C@H](CC(=O)OC)O[C@@H](CO)[C@@H]1O2 | i | 0.9
CC1CCCN(C(=O)c2ccc(NS(=O)(=O)c3ccc4[nH]c(=O)[nH]c4c3)cc2)C1 (stereo not given) | i | 0.6

(further entries)
SMILES | Myeloid diff MLP | Myeloid diff MLP GFP+ MAC1+ %
Cc1cccc(NC(=O)CN(C)C(=O)Cc2ccc(-c3ccccc3)cc2)c1C | i | 2.2
CC(=O)Nc1cc(-c2cccc(C(=O)NCCN(C)C)c2)cn2c(-c3ccc(F)c(Cl)c3)cnc12 | ? | .
O=C(O)CSc1nnc(-c2cccc(S(=O)(=O)N3CCOCC3)c2)n1-c1ccc(F)cc1 | i | 0.2
C[C@H](CO)N1C[C@H](C)[C@@H](CN(C)C(=O)Nc2ccc3c(c2)OCO3)Oc2ccc(NC(=O)Nc3ccc4c(c3)OCO4)cc2C1=O | i | 0.6
COc1ccccc1Cc1c(-c2ccccc2)nc2cc(C)c(Br)c(C)n12 | i | 1.9
N#CCCN(Cc1ccccc1)C(=O)CCC(=O)c1ccc(F)cc1 | i | 0.9
CCCNC(=O)C1(C)CCCN(C(=O)/C=C/c2ccccc2)C1 (stereo not given) | i | 0.7
CCCNC(=O)C(=O)Nc1ccc2c(c1)N(S(=O)(=O)c1cccs1)CCC2 | i | 3.2
O=C(CSc1ccc([N+](=O)[O-])cc1)Nc1nnc(C2CC2)s1 | i | 1.0
Cn1cnc2c(cnn2C)c1=O | i | 2.3
NS(=O)(=O)c1ccc(N2N=C(c3ccccc3)CC2c2cccc(Br)c2)cc1 (stereo not given) | i | 0.6
CCOc1ccc(NS(=O)(=O)c2ccc(C(=O)NCc3cccnc3)cc2)cc1 | i | 1.5
CC1(C(=O)NS(=O)(=O)c2ccc(C#N)cc2)CCN1C(=O)C1CCCCC1 (stereo not given) | i | 1.5
C[C@H](CCCC/C=C/C(=O)O)O[C@@H]1O[C@@H](C)[C@H](O)C[C@H]1O | i | 0.6
CCOc1ccc(CCN2C(=O)C(=O)N([C@@H](CC(C)C)CN3CCC[C@H]3CN3C(=O)C(=O)NC[C@@H]3CC(C)C)C[C@@H]2Cc2ccc(O)cc2)cc1 | i | 0.7
Clc1ccc(C(Cn2ccnc2)OCc2c(Cl)cccc2Cl)c(Cl)c1 (stereo not given) | + | 5.5*
COc1ccc(S(=O)(=O)N2CCCCCC2)cc1NC(=O)CCNC(=O)c1ccccc1Cl | i | 0.5
COc1ccc2c(c1)CO[C@]21O[C@H](CCO)C[C@H](O)[C@H]1O | i | 0.4
CCOc1ccc(CN(C)Cc2cc(=O)oc3c(C)c(C)ccc23)cc1OC | i | 0.6
CC(=O)c1cccc(Nc2ccc(Br)cc2)c1 | i | 0.6
Cc1ccc(CC(=O)NNC(=O)c2cccs2)cc1C | i | 0.9

4 entries from above, with two lines to a compound.
Values in the order – Myeloid diff MLP	Myeloid diff MLP GFP+ MAC1+ %
- CC1(C(=O)NS(=O)(=O)c2ccc(C#N)cc2)CCN1C(=O)C1CCCCC1 (stereo not given)
  i	1.5
- C[C@H](CCCC/C=C/C(=O)O)O[C@@H]1O[C@@H](C)[C@H](O)C[C@H]1O
  i	0.6
- CCOc1ccc(CCN2C(=O)C(=O)N([C@@H](CC(C)C)CN3CCC[C@H]3CN3C(=O)C(=O)NC[C@@H]3CC(C)C)C[C@@H]2Cc2ccc(O)cc2)cc1
  i	0.7
- Clc1ccc(C(Cn2ccnc2)OCc2c(Cl)cccc2Cl)c(Cl)c1 (stereo not given)
  +	5.5*

From PubChem
